# CHOP UPR activ = activators of apoptotic CHOP UPR arm, primary screen, cell-based, CHO-CHOP luciferase reporter, luminescence, uHTS | AID 449763, 2010 | hit rate 0.34% among 330,000 | UPR activation; percent of tunicamycin response over DMSO baseline | activation, % at 10 µM;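 active means at 10 µM dose, activation of 40% or more, normalized to positive control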;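 further: 100% = tunicamycin at 10 µg/mL and 0% = DMSO alone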
#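 System: CHO CHOP reporter cells. Amount: 500 cells per well. Buffer or medium: F12 medium, 10% FBS. Compound dosing: one dose, 10 µM in 0.5% DMSO. Incubation: 6 h compound exposure at 37 °C after overnight seeding. Technique: Steady-Glo luciferase luminescence. Benchmarks: tunicamycin and DMSO controls.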
# Mdm2 MdmX PPI = inhibitors of human Mdm2-MdmX association, primary screen, cell-based, luminescence, split luciferase, SaOS-2, uHTS. Protein Mdm4 (Homo sapiens) + E3 ubiquitin-protein ligase Mdm2 (Homo sapiens), …. SaOS-2 split-luciferase Mdm2/MdmX complementation. inhibition, % at 8 µM. hit rate 3% among 330,000. AID 485346, 2010;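 active means inhibition of at least 50% at 8 µM in the primary screen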
# Target sequence (O15151 whole entry, looked up): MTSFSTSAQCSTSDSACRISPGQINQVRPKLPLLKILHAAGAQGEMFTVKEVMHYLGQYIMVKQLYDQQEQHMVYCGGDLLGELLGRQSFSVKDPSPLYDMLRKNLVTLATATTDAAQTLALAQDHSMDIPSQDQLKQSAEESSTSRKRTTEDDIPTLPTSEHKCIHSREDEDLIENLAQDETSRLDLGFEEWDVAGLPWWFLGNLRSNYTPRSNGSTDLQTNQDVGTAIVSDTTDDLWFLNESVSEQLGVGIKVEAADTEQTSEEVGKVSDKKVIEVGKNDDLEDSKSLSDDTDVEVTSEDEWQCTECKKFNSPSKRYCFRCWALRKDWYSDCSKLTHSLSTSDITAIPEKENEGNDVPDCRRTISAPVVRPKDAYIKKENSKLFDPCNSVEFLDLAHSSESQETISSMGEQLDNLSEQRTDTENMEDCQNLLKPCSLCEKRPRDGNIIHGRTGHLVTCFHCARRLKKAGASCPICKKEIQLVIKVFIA
# Target sequence (Q00987 whole entry, looked up): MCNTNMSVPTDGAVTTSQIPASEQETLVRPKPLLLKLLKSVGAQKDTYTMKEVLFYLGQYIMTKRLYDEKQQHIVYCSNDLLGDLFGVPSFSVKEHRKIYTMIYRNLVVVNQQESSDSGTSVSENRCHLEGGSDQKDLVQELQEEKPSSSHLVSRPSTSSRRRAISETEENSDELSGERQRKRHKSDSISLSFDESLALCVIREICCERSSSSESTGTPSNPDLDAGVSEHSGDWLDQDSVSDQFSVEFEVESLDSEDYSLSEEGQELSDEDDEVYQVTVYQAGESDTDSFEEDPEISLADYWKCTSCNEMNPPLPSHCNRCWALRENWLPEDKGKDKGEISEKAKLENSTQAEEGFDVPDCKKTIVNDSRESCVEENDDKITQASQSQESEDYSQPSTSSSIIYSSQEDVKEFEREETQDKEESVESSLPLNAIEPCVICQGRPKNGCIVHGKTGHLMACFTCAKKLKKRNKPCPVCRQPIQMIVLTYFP
# XBP1 UPR activ = activators of adaptive XBP1 UPR arm, primary screen, cell-based, CHO-XBP1 luciferase reporter, luminescence, uHTS. hit rate 0.33% among 330,000. IRE1-XBP1 UPR activation; percent of tunicamycin response, DMSO as zero. activation, % at 20 µM. AID 463104, 2010;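 active means versus positive control, 20 µM dose yields 30% or more activation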;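 further: 100% = tunicamycin at 10 µg/mL and 0% = DMSO only wells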
#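 Material: CHO-XBP1 cells stably carrying IRE1-XBP1-driven luciferase reporter / Amount: 1000 cells per well / Compound: 20 µM, 1% DMSO / Times: 6 h treatment, 37 °C / Detection: luciferase luminescence / Measure: % activation of reporter signal versus tunicamycin and DMSO controls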
# tim23-1 inh = growth inhibitors of tim23-1 mutant yeast, primary screen, luminescence, uHTS; S. cerevisiae tim23-1 growth, BacTiter-Glo luminescence, 24 h; inhibition, % at 20 µM; hit rate 1.3% among 330,000;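 active means growth inhibition of the mutant yeast at or above 50%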;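 further: temperature-sensitive mutant grown at 25 °C; plate controls were DMSO-treated mutant yeast for no effect and medium wells lacking yeast for full effect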
# TIM10 inh = growth inhibitors of isogenic TIM10 control yeast, primary screen, counter-screen for tim10-1 yeast inhibitor project, luminescence, uHTS. hit rate 1.4% among 330,000. inhibition, % at 10 µM. AID 463195, 2010. S. cerevisiae TIM10 strain growth, BacTiter-Glo luminescence, 24 h;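 active means inhibition of 40% or more at the single tested concentration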;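 further: wild-type TIM10 isogenic control strain grown at permissive 25 °C; 0% = DMSO yeast wells and 100% = minimal medium wells without yeast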
# Jurkat NFkB inh = inhibitors of induced NF-kB luciferase reporter, primary screen, TCR NF-kB activation inhibitor project, cell-based, luminescence, uHTS; hit rate 0.53% among 330,000; Jurkat, PMA/ionomycin-induced NF-kB luciferase reporter; inhibition, % at 4 µM; in the data active means inhibition above about 50%
# 697 NFkB inh = inhibitors of PMA/ionomycin-induced NF-kB reporter, 697 cells, primary screen, B-cell NF-kB inhibitor project, cell-based, luminescence, uHTS; hit rate 0.33% among 330,000; inhibition, % at 4 µM; AID 435022, 2010; 697 B-cell NF-kB luciferase reporter, 16 h; in the data active means inhibition above about 35%
# tim10-1 inh = growth inhibitors of tim10-1 mutant yeast, primary screen, luminescence, uHTS | S. cerevisiae tim10-1 ts strain growth, BacTiter-Glo, 24 h | inhibition, % at 20 µM | hit rate 2.2% among 330,000 | AID 463190, 2010;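 active means inhibition of at least 40%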;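 further: mutant grown at 25 °C; 0% = DMSO wells with yeast and 100% = wells holding no yeast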
# Starred values were filed as active, the others as inactive.
SMILES,CHOP UPR activ,Mdm2 MdmX PPI,XBP1 UPR activ,tim23-1 inh,TIM10 inh,Jurkat NFkB inh,697 NFkB inh,tim10-1 inh
C/C(=N\NC(=O)c1nnn(-c2nonc2N)c1CN(C)c1ccccc1)c1cccc(O)c1,-3.1,24,-3,6,5,-11,0,4
OCC[C@H]1C[C@@H](O)[C@H](O)[C@]2(Cc3ccccc3CO2)O1,-0.1,-30,4,5,6,-7,-4,3
O=C(Nc1nncs1)c1ccc(N2C(=O)C3C4C=CC(C4)C3C2=O)cc1 (stereo unspecified),0.8,-26,0,5,-1,-17,-34,21
Cc1c(N2C(=O)c3ccc(Br)cc3C2=O)c(=O)n(-c2ccccc2)n1C,0.8,-6,0,8,-12,-29,-6,9
CC(C)NC(=O)Cn1c(=O)c2c(ncn2Cc2ccccc2)n(Cc2ccccc2)c1=O,-0.3,21,-1,-3,-10,9,7,10
O=C(CCNS(=O)(=O)c1ccc(Br)cc1)NC1CCC(O)CC1 (stereo unspecified),3.5,9,0,8,4,1,15,10
O=C(/C=C/c1cccnc1)c1ccccc1O,20,-1,14,51*,-4,7,11,36
Cc1ccc(C(=O)NNC(=O)c2ccccc2OCc2c(C)noc2C)cc1,-0.6,5,0,-1,-8,-8,1,-9
Cc1nn(-c2ccc(F)cc2)c(Cl)c1/C=N/NC(=O)c1cccs1,4.6,-18,3,3,8,-65,-86,5
CCCNC(=O)CN(c1cccc(F)c1)S(C)(=O)=O,0.5,-33,-3,6,1,-7,3,-11
Cc1noc(NS(=O)(=O)c2ccc(NC(=O)c3cccc(S(=O)(=O)Nc4ccccc4F)c3)cc2)c1C,0.5,0,-1,6,11,2,0,1
Cc1cc(=O)n(C)c(=O)n1CCCCCCOc1cccc([N+](=O)[O-])c1,-1.1,29,-2,13,10,0,-8,12
Cc1ccc(-n2ncc3ccccc3c2=O)cc1Cl,4.9,-200,-1,13,9,-89,-132,9
CCSc1nnc(NC(=O)CCNS(=O)(=O)c2cc(Br)cnc2N)s1,-0.2,17,-2,2,0,-19,-3,6
COc1cc(C(=O)C(=O)c2ccc(O)c(OC)c2)ccc1O,5.4,-7,2,15,9,7,5,6
CC(C(=O)NCc1ccco1)n1ccc2cc(S(=O)(=O)N3CCCCC3)ccc21 (stereo unspecified),-0.5,3,-2,21,17,-4,-36,12
CC1=C(C(=O)OC(C)C)C(c2ccccn2)n2ncnc2N1 (stereo unspecified),0.0,0,-1,-3,5,10,8,5
N#Cc1cnn(-c2nc3sc4c(c3c(=O)[nH]2)CCCC4)c1N,0.2,19,2,-1,3,-11,11,0
CCOc1cc(N2CCOCC2)c(OCC)cc1NC(=O)CN1CCC(Cc2ccccc2)CC1,0.2,13,-2,22,25,3,-30,32
Cc1cc(Cl)ccc1NC(=O)CN1C(=O)C(=O)N(C2CCCC2)C1=O,-1.4,10,-2,13,-4,-12,16,12
Cc1ccc(C)c(CN2C(=O)COc3ccc(C(=O)c4ccccc4C(=O)O)cc32)c1,0.5,21,-1,33,-12,-1,-5,36
COC(=O)c1c(C)oc(C)c1S(=O)(=O)NCc1ccco1,2.1,13,-2,17,18,7,10,13
N#C/C(=C1/CCCCCN1)c1nc2ccccc2[nH]1,1.5,-41,2,41,4,-49,-61,13
Cc1ccc(OC(=O)c2cccc(C(=O)Oc3ccc(C)cc3)n2)cc1,3.1,-4,-1,-9,0,-1,-9,6
O=C(Cc1cccs1)NCc1ccco1,0.3,4,0,13,9,-5,-9,3
COC(=O)C1C(=O)C=C(N2CCOCC2)CC1(C)C (stereo unspecified),-1.3,-3,-2,5,-12,-12,7,9
O=C(CSc1nc2nc3c(cc2c(=O)n1-c1ccccc1)CCCC3)Nc1ccccc1,3.5,-23,3,-2,2,-5,2,-1
CCOC(=O)C1(Cc2cccc(OC)c2)CCN(CC2CC=CCC2)CC1 (stereo unspecified),-1.1,26,0,1,14,16,-2,-10
O=C(CSCc1ccc(Br)cc1)NCc1ccccn1,0.2,-6,2,-2,4,10,-2,11
Cc1cc2nc(CCN(Cc3cccnc3)C(=S)Nc3ccc(F)cc3)[nH]c2cc1C,2.2,-23,-4,-3,-5,13,18,4
Cn1nnnc1SCC(=O)Nc1ccc(Cl)c(S(=O)(=O)N2CCOCC2)c1,0.1,14,0,2,-3,4,12,-15
CN1CCN(c2ccc(C(=O)c3ccccc3)cc2[N+](=O)[O-])CC1,2.4,10,0,11,-16,-26,-12,-7
COc1ccc(CNC(=O)C2CCCN(C(=O)Nc3ccc(OC)cc3)C2)cc1 (stereo unspecified),0.8,12,0,12,-10,2,0,22
COc1cccc(/C=N/NC(=O)c2c(C)nc3ccc(Br)cn23)c1O,-0.3,67*,3,11,45*,49,-7,41*
COC(=O)c1c(NC(=O)CN2C(=O)NC3(CCC(C)CC3)C2=O)sc2c1CCC2 (stereo unspecified),0.3,20,1,17,5,-1,1,12
COc1ccc(Cl)cc1NC(=S)N1CC(C)OC(C)C1 (stereo unspecified),5.1,5,0,1,2,6,-2,-3
Cn1c(CCCNC(=O)c2cccs2)nc2ccccc21,-0.3,-14,1,14,-4,-32,-48,1
CC(=O)Nc1ccc(S(=O)(=O)N2CCC(N(C)CCC(C)C)CC2)cc1,0.3,-2,0,13,-4,4,13,-6
COc1ccc(N2CCN(/C(=N\S(=O)(=O)c3ccc(C)cc3)Nc3nc(C)cc(C)n3)CC2)cc1,-1.9,-23,1,12,10,1,9,10
COc1ccc(NC(=O)c2nnn(CC(=O)Nc3ccc4c(c3)OCO4)c2N)c(OC)c1,4.6,52*,0,-12,-29,-25,-6,-17
CCOC(=O)NC(=O)/C(N=Nc1ccc(C(F)(F)F)cc1)=C(\C)O,1.5,7,-3,15,-7,-7,-10,19
Cc1cc(NS(=O)(=O)c2ccc(Nc3nc(-c4ccc(C)c(C)c4)cs3)cc2)no1,1.0,-4,2,19,22,7,-43,4
CCOc1ccc(C(=O)N/N=C(/C)C2C(=O)c3ccccc3C2=O)cc1,-0.5,-4,1,11,3,10,-2,-3
CC(C)[C@H](CO)Nc1nc(Nc2ccc(Cl)c(C(=O)O)c2)c2ncn(C(C)C)c2n1,1.0,15,-2,14,-1,13,2,18
S=c1[nH]nc(C2CCCCC2)n1/N=C/c1ccc(Cl)cc1,-1.1,-12,2,63*,40,-6,-18,35
CCOC(=O)c1ccc(NC(=S)N2CCN(S(C)(=O)=O)CC2)cc1,-0.5,-9,0,9,8,1,-15,3
CCOc1ccc(-c2nnc(SCC(=O)Nc3ccc4c(c3)c3ccccc3n4CC)n2N)cc1,116*,71*,216*,-26,-9,-6,-22,7
COc1ccc(NC(=O)CCCCn2c(=O)[nH]c3ccccc3c2=O)cc1,1.9,4,-1,-17,-3,-10,10,8
COc1ccccc1NC(=O)NCC1CC1(Cl)Cl (stereo unspecified),4.0,-27,-2,18,-3,-4,6,9
COCCn1nnnc1C(c1cc2cc(OC)ccc2[nH]c1=O)N1CCC(Cc2ccccc2)CC1 (stereo unspecified),0.1,-2,-3,19,19,-6,4,20
CCOC(=O)C1(Cc2ccccc2C(F)(F)F)CCN(C(C)CSC)CC1 (stereo unspecified),1.6,12,1,14,-18,-3,0,-10
COc1cccc2cc(-c3nnc(-c4ccccc4)o3)c(=O)oc12,-7.3,33,-7,-19,19,-93,-186,10
COC(=O)c1cccc(NC(=O)Cn2nnc3ccccc32)c1,0.2,2,2,2,1,9,-3,3
Cc1cc(=O)oc(C)c1C(=O)Nc1c(C)n(C)n(-c2ccccc2)c1=O,1.2,12,-1,14,12,-3,-5,9
CCOC(=O)C1CCN(C(=O)COc2ccc(S(=O)(=O)N3CCOCC3)cc2)CC1,2.8,28,0,9,9,3,9,6
O=C(O)CCC(=O)Nc1ccc(Br)cc1C(=O)c1ccccc1,-0.3,22,-1,8,-8,6,22,2
NC(=O)C1CCN(C(=O)Nc2csc3ccccc23)CC1,-0.7,18,0,-1,13,3,-14,-2
CCN(CC(=O)N1CCOCC1)S(=O)(=O)c1ccc(C)cc1,-0.9,13,-1,4,3,6,-43,-8
O=C(CSc1ccc(Cl)cc1)OCC(=O)N1CCN(c2ccccc2)CC1,6.4,7,2,9,1,-1,-12,-10
Cc1ccccc1CN1CCSc2sccc2C1=O,0.2,7,2,14,16,7,-13,1

# (next part)
SMILES,CHOP UPR activ,Mdm2 MdmX PPI,XBP1 UPR activ,tim23-1 inh,TIM10 inh,Jurkat NFkB inh,697 NFkB inh,tim10-1 inh
CCN(CC(=O)NCc1cccs1)S(=O)(=O)c1cc(NC(C)=O)ccc1OC,-0.6,-11,-2,-3,0,4,7,-5
O=C(COC(=O)C1CC1)Nc1ncc(C(F)(F)F)cc1Cl,-0.7,14,-1,10,6,7,4,11
COCCCNC(=S)N1CCN(c2nc(C)nc3sc4c(c23)CCCC4)CC1,-2.1,27,0,31,20,5,-25,6
Cc1ccc2[nH]c(=O)c(CN(CCCN3CCOCC3)C(=O)Nc3cccc(Cl)c3)cc2c1,0.7,30,-2,2,7,6,7,0
O=C(CN1C(=O)c2cccc3cccc(c23)C1=O)N1CCOCC1,1.5,31,3,0,2,0,9,-6
COc1ccc(C)cc1NC(=O)c1sc2ncn(CC(=O)N3CCCCC3)c(=O)c2c1C,2.1,21,2,0,-5,4,15,7
CCc1nc(NCCN2CCOCC2)c(C#N)c2c1CCCC2,0.3,27,1,16,19,-10,-20,19
O=C(NCc1ccncc1)c1cccc(Cn2cc(Br)cn2)c1,-2.9,-1,-3,14,2,12,11,4
Nc1nnc(CC(=O)N/N=C/c2ccc([N+](=O)[O-])cc2)s1,2.2,3,-4,14,-14,-3,5,-4
OC(c1cc(C(F)(F)F)nc2c(C(F)(F)F)cccc12)C1CCCCN1 (stereo unspecified),10,100*,14,2,8,15,-10,6
O=C(CSc1ncn[nH]1)N1N=C(c2ccc(Cl)cc2)CC1c1ccco1 (stereo unspecified),-0.3,16,-3,25,15,-10,17,4
O=S(=O)(NC1CCCC1)c1ccc(Br)s1,0.5,-5,-6,23,21,18,7,20
COc1ccc(C(=O)N2CCC3(CC2)NCCc2[nH]cnc23)cc1OC,0.5,4,-3,5,10,-2,4,-4

# Another view of four compounds above:
O=C(CSc1ncn[nH]1)N1N=C(c2ccc(Cl)cc2)CC1c1ccco1 (stereo unspecified)
  CHOP UPR activ: -0.3
  Mdm2 MdmX PPI: 16
  XBP1 UPR activ: -3
  tim23-1 inh: 25
  TIM10 inh: 15
  Jurkat NFkB inh: -10
  697 NFkB inh: 17
  tim10-1 inh: 4

O=C(NCc1ccncc1)c1cccc(Cn2cc(Br)cn2)c1
  CHOP UPR activ: -2.9
  Mdm2 MdmX PPI: -1
  XBP1 UPR activ: -3
  tim23-1 inh: 14
  TIM10 inh: 2
  Jurkat NFkB inh: 12
  697 NFkB inh: 11
  tim10-1 inh: 4

COc1ccc(C)cc1NC(=O)c1sc2ncn(CC(=O)N3CCCCC3)c(=O)c2c1C
  CHOP UPR activ: 2.1
  Mdm2 MdmX PPI: 21
  XBP1 UPR activ: 2
  tim23-1 inh: 0
  TIM10 inh: -5
  Jurkat NFkB inh: 4
  697 NFkB inh: 15
  tim10-1 inh: 7

COc1ccc(C(=O)N2CCC3(CC2)NCCc2[nH]cnc23)cc1OC
  CHOP UPR activ: 0.5
  Mdm2 MdmX PPI: 4
  XBP1 UPR activ: -3
  tim23-1 inh: 5
  TIM10 inh: 10
  Jurkat NFkB inh: -2
  697 NFkB inh: 4
  tim10-1 inh: -4
